# TAAR1 ag – agonists of human TAAR1; 0.99% of 360,000 active; activation, % at 3 µM; AID 624467; CHO RD-HGA16 TAAR1, Fluo-8 calcium fluorescence; vehicle wells 0%, saturating PEA agonist 100%;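 active = activation above the mean activation of all test compounds in the run plus 3 SD, cut at about 38% in these data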
# Target sequence (Q96RJ0 whole entry, looked up): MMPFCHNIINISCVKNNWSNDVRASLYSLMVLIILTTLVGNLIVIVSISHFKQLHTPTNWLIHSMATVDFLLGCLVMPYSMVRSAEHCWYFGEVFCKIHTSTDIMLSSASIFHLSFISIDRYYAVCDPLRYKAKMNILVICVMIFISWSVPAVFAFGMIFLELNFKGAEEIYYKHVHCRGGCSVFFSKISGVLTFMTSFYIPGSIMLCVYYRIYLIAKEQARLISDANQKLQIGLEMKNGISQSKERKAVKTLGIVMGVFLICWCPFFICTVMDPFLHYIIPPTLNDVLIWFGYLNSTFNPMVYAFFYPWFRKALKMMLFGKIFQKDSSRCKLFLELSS
#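 Test system: RD-HGA16 (CHO) cells co-expressing Gα16 and hTAAR1; dosing: one-point dosing at 3 µM (nominal); timing: 17-24 h seeding, 75 min 37 °C dye, 30 min RT; signal: kinetic Fluo-8 calcium fluorescence; read-out basis: % activation relative to PEA EC100 response; controls: DMSO and PEA EC100; replicates: n 1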
# M1 PAM parental – counter-screen for M1 PAMs: effect in parental CHO-K1 cells | ATP EC20, Fluo-8 calcium fluorescence; 0% at ATP EC20, 100% at ATP max | activation, % at 3 µM | 0.02% of 360,000 active;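 active = activation above the run cutoff, the mean activation of all test compounds plus 3 SD, cut at about 40% in these data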;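 note: peak over basal fluorescence ratio in a 140 s read after ATP addition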
# TAAR1 antag – antagonists of human TAAR1. CHO RD-HGA16 TAAR1, Fluo-8 calcium fluorescence, antagonist. inhibition, % at 3 µM. 1.5% of 360,000 active;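 active = inhibition above a per-plate cutoff, the mean inhibition of test compounds on that plate plus 3 SD, cut at about 49% in these data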;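 note: 0% = DMSO plus EC80 beta-PEA response and 100% = DMSO alone without agonist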
#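 Test system: hTAAR1-expressing CHO RD-HGA16 cells, Gα16-coupled; Probe or stimulus: EC80 β-phenethylamine stimulus; Compound dosing: single nominal final test compound concentration of 3 µM; Timing: 140 s kinetic read after compound, 140 s after agonist; Signal: Fluo-8 calcium-sensitive fluorescence; Measure: % inhibition of agonist calcium response; Controls: DMSO and EC80 PEA controls.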
# CHRM5 antagonist – CHRM5 antagonism in calcium assay; inhibition, % at 3 µM; AID 624040; 0.59% of 360,000 active; CHO-hM5 cells, Fluo-8 calcium fluorescence, ACh EC80;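 active = inhibition above a per-plate cutoff, the mean of that plate's test compounds plus 3 SD, cut at about 27% in these data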;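 note: 0% = acetylcholine EC80 with DMSO and 100% = DMSO without agonist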
# CHRM5 PAM – potentiates acetylcholine response at human M5 receptor | CHO-K1 hM5, Fluo-8 calcium, ACh EC20 PAM; 0% = ACh EC20, 100% = ACh EC100 | P08912 | AID 624038 | activation, % at 3 µM | 0.3% of 360,000 active;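 active = activation above the run cutoff, the mean activation of all test compounds plus 3 SD, cut at about 18% in these data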
#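 System – CHO-K1 hM5 cells · Compound – 3 µM, single dose · Incubation – compound preincubation 140 s before EC20 acetylcholine addition · Technique – Fluo-8 calcium fluorescence · Measure – Max/basal fluorescence ratio as % of EC20–EC100 ACh window · Benchmarks – low control EC20 acetylcholine (0%), high control EC100 acetylcholine (100%) · Replication – singlicate, one well per test compound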
# CRFBP-R2 agonist – CRF-BP/CRF-R2 complex agonism; AID 588473; HEK293 CRF-R2/CRF-BP, calcium dye fluorescence (FLIPR); percent of saturating CRF peptide response; 0.46% of 350,000 active; activation, % at 13.2 µM;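 active = activation of at least 50%, plus an integration ratio under a set limit after plate pattern correction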;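 note: plate controls were neutral control wells without compound for no effect and CRF at EC100 for full effect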
# M4 PAM – positive allosteric modulators of human muscarinic M4 receptor; P08173; CHO-K1 hM4/Gqi5, Fluo-8 calcium fluorescence, ACh EC20; 0% = ACh EC20, 100% = maximal ACh; 0.4% of 360,000 active; activation, % at 3 µM;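 active = activation above its plate's cutoff, the mean activation of sample wells plus 3 SD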; note: some results filed as inactive read as strong as hits
# Target sequence (P08173 whole entry, looked up): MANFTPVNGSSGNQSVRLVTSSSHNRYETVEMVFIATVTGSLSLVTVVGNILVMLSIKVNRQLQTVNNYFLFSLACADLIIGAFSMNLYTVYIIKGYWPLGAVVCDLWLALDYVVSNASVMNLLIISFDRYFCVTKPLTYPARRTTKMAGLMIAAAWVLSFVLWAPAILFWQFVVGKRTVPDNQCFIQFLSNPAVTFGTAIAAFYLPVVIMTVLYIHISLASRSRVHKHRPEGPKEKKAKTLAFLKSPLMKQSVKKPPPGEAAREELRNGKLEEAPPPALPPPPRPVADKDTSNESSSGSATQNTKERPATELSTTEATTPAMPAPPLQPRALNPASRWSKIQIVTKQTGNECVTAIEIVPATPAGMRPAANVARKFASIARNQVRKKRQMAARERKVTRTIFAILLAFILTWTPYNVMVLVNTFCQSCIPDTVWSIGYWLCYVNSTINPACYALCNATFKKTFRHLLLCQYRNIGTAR
# CRFR2-BP antag – CRF-BP/CRF-R2 complex antagonism. HEK293 CRF-R2/CRF-BP, CRF-induced calcium fluorescence. inhibition, % at 11.8 µM. 0.59% of 350,000 active;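 active = inhibition of the ligand-induced calcium signal above about 50% at the single tested concentration, limit read from the data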
# CHRM5 agonist – agonists of human muscarinic M5 receptor (CHRM5) | 0.19% of 360,000 active | AID 624037 | activation, % at 3 µM | CHO-K1 hM5 cells, Fluo-8 calcium fluorescence; 0% DMSO wells, 100% maximal acetylcholine response | P08912;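 active = activation above the run's mean over test compounds plus 3 SD, cut at about 23% in these data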;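 note: signal is peak over basal fluorescence ratio across the kinetic read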
# Starred values were filed as active, the others as inactive; x = no result given.
SMILES,TAAR1 ag,M1 PAM parental,TAAR1 antag,CHRM5 antagonist,CHRM5 PAM,CRFBP-R2 agonist,M4 PAM,CRFR2-BP antag,CHRM5 agonist
CSc1ccc(CN2CCC(C)(Oc3ccc(C(C)=O)cc3)C2)cc1 (stereo not given),2,4,13,-4,-9,x,-12,x,-4
CCOc1ccc(-n2nnc3c(=O)n(CC(=O)N4CCCc5ccccc54)cnc32)cc1,2,13,15,2,-11,1.6,-18,-13,-1
Cc1cc(C)cc(OCC(=O)OCc2nnc(-c3ccccc3)o2)c1,4,14,-7,6,6,-2.6,9,15,-5
C/C(=N/Nc1ncc(Br)cn1)c1ccc(Br)cc1,4,-1,-3,-2,7,0.8,-3,-8,-6
Nc1ncnc2c1ncn2C1CCCC1,0,14,-13,-4,0,0.6,2,-16,0
COc1ccc(/C(N)=N/OC(=O)CC2CCCCC2)cc1OC,-2,19,-23,14,-1,-0.9,1,-10,-4
CC(C)n1nc(C(=O)Nc2cccc(S(=O)(=O)N3CCCCC3)c2)c2ccccc2c1=O,4,18,16,0,-13,0.7,-1,-10,-1
COc1cc(/C=N/NC(=O)c2ccncc2)ccc1OCc1cnc(Cl)s1,3,7,8,9,-8,-0.9,0,13,7
Cc1ccc(C)c(OCCCC(=O)N2CCOCC2)c1,12,-8,6,1,-2,1.4,12,-29,2
Cc1cccc(C)c1NC(=O)NN=C1CCCCC1,5,14,-22,3,-2,-0.3,-3,0,1

# Reprinted from the part before: 3 entries; new compounds follow.
SMILES,TAAR1 ag,M1 PAM parental,TAAR1 antag,CHRM5 antagonist,CHRM5 PAM,CRFBP-R2 agonist,M4 PAM,CRFR2-BP antag,CHRM5 agonist
COc1cc(/C=N/NC(=O)c2ccncc2)ccc1OCc1cnc(Cl)s1,3,7,8,9,-8,-0.9,0,13,7
Cc1ccc(C)c(OCCCC(=O)N2CCOCC2)c1,12,-8,6,1,-2,1.4,12,-29,2
Cc1cccc(C)c1NC(=O)NN=C1CCCCC1,5,14,-22,3,-2,-0.3,-3,0,1
Cc1cc(SCC(=O)NC2CCCCC2)nc2ccccc12,7,-19,-4,-5,4,-2.5,0,-29,-6
CCOC(=O)C1(Cc2ccc(OC)cc2)CCN(C(=O)c2ccc3[nH]ccc3c2)CC1,2,5,-36,7,-4,-0.1,-13,1,4
COc1cccc(Nc2nc(N)nc(C(F)(F)F)n2)c1,3,16,2,-11,4,-1.6,22,-4,0
CC(C)N1C(=O)c2ccccc2NC(=O)C1C(=O)NCc1cccs1 (stereo not given),6,x,-8,-13,10,x,8,x,2
Cn1cnc([N+](=O)[O-])c1Sc1nc(N)nc2c1ncn2C1CC(O)C(CO)O1 (stereo not given),1,11,8,10,-9,3.3,7,8,3
COc1cc(Br)cc(/C=C/c2ccc3cccc(O)c3n2)c1OC,6,3,17,17,-7,0.8,-7,2,-1
Cc1cc(C)c(C(N)=O)c(Nc2cccc3ccccc23)n1,0,16,1,-5,-1,-0.6,1,4,-3
Cn1ccnc1SCC(=O)Nc1cc(F)ccc1F,1,5,-12,-6,1,1.4,9,5,-3
COCCNC(=O)C1C(=O)Nc2ccccc2C(=O)N1c1ccc2c(c1)OCCO2 (stereo not given),7,x,-31,4,-1,x,16,x,1
COc1ccc(/C=N/NC(=O)c2nonc2N)cc1OC,1,14,-18,12,1,0.1,-8,5,-1
COc1ccccc1CN(Cc1nc2ccccc2c(=O)[nH]1)C(=O)Nc1cccc(C)c1,3,-10,32,10,-8,-3.2,-3,3,2
COc1ccc(NC(=O)CNC(=O)c2sc3ccccc3c2Cl)c(OC)c1,2,2,-5,0,1,-1.0,4,6,0
O=C(Cc1n[nH]c(=O)c2ccccc12)OCc1c(Cl)cccc1Cl,20,23,-2,4,-1,-1.5,14,-17,-3
CC(C)[C@@H](C(=O)N[C@@H](CCc1ccc(O)cc1)C(=O)O)N(C)C(=O)[C@H](CO)NC(=O)[C@@H](O)[C@H](N)CCCCCCCCl,1,-7,-1,6,-5,x,5,x,1
Cc1ccc(C(=O)NC(=C(Cl)Cl)S(=O)(=O)c2ccc(C)cc2)cc1,-1,15,-3,4,-6,-0.3,-6,31,-7
CN(C(=O)CSc1nnc(-c2cccs2)n1N)c1ccccc1,2,8,-8,13,-6,-0.4,-3,2,2
COc1ccc(CC(=O)Nc2ccc(C(N)=O)cc2)cc1,0,13,-8,6,2,-2.6,8,3,2
O=C(O)/C=C\c1ccccc1Oc1ccc(F)cc1,7,10,6,-9,2,-2.5,7,-12,-3
Cc1ccccc1OCCC(=O)Nc1cc(S(=O)(=O)N2CCOCC2)ccc1OC(C)C,5,19,-6,6,2,1.5,0,-5,-4
O=C(CCN=C1NS(=O)(=O)c2ccccc21)OCC(=O)c1ccccc1,3,-12,-16,1,1,0.9,3,2,7
CCOc1ccc(C(=O)CCC(=O)Nc2ncccc2O)cc1,0,-16,-26,7,-2,8.7,1,0,-3
O=C1CCC(=O)O1,1,6,8,2,0,0.5,3,7,2
Cc1ccnc2nc(C(=O)OCC(=O)NC3CCC(C)CC3)nn12 (stereo not given),1,3,-13,5,5,-0.9,3,-9,2
N=C(N)SCc1nc2ccccc2c(=O)n1-c1ccccc1Cl,11,21,-5,2,0,-1.6,-3,-9,-2
O=C(O)CNC(=O)CCCn1nnc2ccccc2c1=O,7,14,5,6,-3,0.7,-2,12,-1
c1ccc(CNc2nnnn2-c2ccccc2)cc1,9,23,5,2,-4,-1.0,-6,16,5
CCc1nc2c(OCC=C(C)C)cccn2c1N(C)C(=O)c1ccc(OC)cc1,1,24,-8,2,-2,x,-3,x,-1
Cc1ccc(C(=O)NCc2ccncc2)cc1S(=O)(=O)Nc1cccc(C)c1C,2,-7,8,-11,-1,-1.1,-5,-13,1
CCc1ccc(C(=O)NCc2ccc(Cl)cc2)cc1,65*,14,33,-5,-3,-1.2,2,-3,-6
O=C(c1ccco1)N1CCN(S(=O)(=O)c2cc(Cl)ccc2Cl)CC1,1,8,-6,-2,-3,0.7,-4,-3,0
Cc1cccc(N(C)c2ccc3cc(S(=O)(=O)N4CCCC4)ccc3n2)c1,-1,12,-15,6,-9,0.8,-8,4,-6
O=C(O)C(NS(=O)(=O)c1ccccc1)C(O)c1ccccc1 (stereo not given),12,5,-4,6,-3,-0.3,4,-1,0
O=C(Nc1ccccc1N1CCCC1)C1CCN(S(=O)(=O)c2ccccc2C(F)(F)F)CC1,8,-7,40,6,-5,-1.7,-11,15,-3
CCCCN1C(=O)C2(NNc3ccccc3O2)c2ccccc21 (stereo not given),10,9,21,3,-3,-2.3,-9,10,3
Cn1c(CO)cnc1SCc1ccc([N+](=O)[O-])cc1,-1,-8,1,-8,2,-0.3,7,30,-4
CNc1nc(OC)nc(N2CCOCC2)n1,3,-5,-4,5,-4,0.2,-1,9,-2
CCOC(=O)c1c(NC(=S)Nc2ccc(C)cc2)sc2c1CCC2,2,0,-1,8,-10,-2.4,7,-5,2
COc1ccc(NC(=O)CSc2nnc(C(C)C)n2N)cc1,5,19,3,-1,2,-0.5,2,0,-3
CCOc1c2ccc(C(=O)NCc3ccc(C)cc3)cc2nn1CC,0,4,8,7,4,-0.3,12,7,0
O=C(CCl)N(c1ccccc1)c1ccccc1,-1,15,-17,7,10,-1.9,7,2,-9
O=C(COC(=O)c1nc(Cl)c(Cl)c(Cl)c1Cl)c1ccc[nH]1,-2,18,7,7,-5,2.3,2,3,-5
S=C(NCCN1CCOCC1)Nc1ccc(Cl)cc1Cl,1,15,3,-4,0,0.2,-3,8,-1
Cc1cccc(NC(=S)NCC(C)CSc2ccc(Cl)cc2)c1 (stereo not given),9,7,15,21,-30,4.4,-29,7,6
Nc1cccc(Oc2ccc3c(c2)C(=O)N(CCO)C3=O)c1,0,-3,-4,3,2,-0.9,2,22,3
CC(=O)c1ccc(OCCCCCCCOc2ccc(C(C)=O)cc2)cc1,x,23,x,-6,2,1.8,-2,-2,5
CCCCCCCNC(=O)C1(CC2CC(c3cccc(Br)c3)=NO2)CCN(C(=O)CCCCCBr)CC1 (stereo not given),14,-5,9,4,9,1.8,8,-1,-5
C=CCn1c(=O)c2c(nc(-c3ccc(S(=O)(=O)O)cc3)n2C)n(C)c1=O,1,14,6,7,-16,-1.3,-7,19,-1
COc1ccccc1C(=O)N(Cc1ccco1)C1CCS(=O)(=O)C1 (stereo not given),9,23,-20,-8,7,-1.3,8,9,-1
CC(Sc1nc(-c2ccccc2)cc(C(F)(F)F)n1)C(=O)Nc1sc2c(c1C(N)=O)CCC2 (stereo not given),2,-13,-32,-2,6,-3.9,5,11,-3
C=CCn1c2ccccc2c2nnc(SCc3[nH]c(=O)[nH]c3C(=O)CCCCC(=O)OCC)nc21,0,17,0,-4,-2,-0.9,-3,-26,-6

# The list continues:
SMILES,TAAR1 ag,M1 PAM parental,TAAR1 antag,CHRM5 antagonist,CHRM5 PAM,CRFBP-R2 agonist,M4 PAM,CRFR2-BP antag,CHRM5 agonist
CNc1c([N+](=O)[O-])cnn1-c1ccc(Cl)cc1Cl,5,17,9,-11,10,-0.2,2,1,-3
Cc1ccc2c(c1)=C(c1sc(N(C)c3ccc(O)cc3)nc1O)C(=O)N=2,3,5,11,-5,2,-5.9,-3,19,-2
COc1ccc(N2CCN(C(=O)c3ccc4c(=O)n(Cc5ccc6c(c5)OCO6)c(=O)[nH]c4c3)CC2)cc1,-1,0,-10,4,-3,0.2,7,-2,-5
Cc1ccc(NC(=O)CSC2=C(C#N)C(c3ccco3)C3=C(CCCC3=O)N2)cc1 (stereo not given),21,-4,12,13,-10,0.0,-5,3,2
CC1(C)NC(=O)N(CCCOc2ccc(Br)cc2Cl)C1=O,8,8,11,8,-3,0.0,7,0,4
CC(C)C(=O)Nc1nnc(CCN2CCCCC2)s1,9,18,-6,-2,4,-1.9,-4,1,-4
CCOC(=O)c1cc(-c2ccc(C)cc2)n(CCC(=O)N2CCN(c3ccccn3)CC2)c1C,2,21,22,15,-14,0.5,-6,4,-2
O=C1NN=C(c2ccccc2)CC1c1ccc(Cl)cc1Cl (stereo not given),3,14,12,5,14,0.9,2,26,3
COc1ccc(CCNC(=O)CN(C)S(=O)(=O)c2ccc(Br)s2)cc1OC,1,17,3,2,-2,0.8,0,3,0
COc1ccc(N2CCN(C(=S)Nc3ccccc3)CC2)cc1,1,10,-1,10,-3,-3.0,-3,2,1
CCOC(=O)c1ccc(NS(=O)(=O)c2cc(-c3nnnn3CC)ccc2OC)cc1,12,24,3,6,-4,-0.7,10,6,0
O=C(/C=C/c1cccc([N+](=O)[O-])c1)N(c1ccccn1)c1ccccn1,7,10,-11,2,6,-1.0,5,-9,-3
CCCC[C@@H]1CNCCN1CCc1cccc(F)c1,62*,7,2,2,-17,2.0,12,2,-11
COc1ccc(-c2nnn(CC(=O)N3CCN(c4ccccc4OC)CC3)n2)cc1,16,3,-9,6,-4,1.1,-1,2,5
